Compound activity deposited in PubChem by National Center for Advancing Translational Sciences (NCATS).
Pin1 inhibitor: inhibitors of human Pin1 | Pin1 FP peptide displacement, HiFluor488, 10 min | Potency, µM (doses to about 115 µM), for inactives: top-dose activity, negative = inhibition, hits mostly inhibitors | 0.009% of 390,000 active | Q13526; active means well fitted inhibition curve with a large enough effect in the polarisation, with a control signal flat, not every such curve was filed as active; inconclusive means small, poorly fitted or top-dose-only effect, or effect the other way, or a change in a side signal; inactive means no such curve, though single readings can be large or run the other way; the % refers to the polarisation; further: on the % scale 0 is the no-effect control and ±100 the full control effect
Target sequence (Q13526 whole entry, looked up): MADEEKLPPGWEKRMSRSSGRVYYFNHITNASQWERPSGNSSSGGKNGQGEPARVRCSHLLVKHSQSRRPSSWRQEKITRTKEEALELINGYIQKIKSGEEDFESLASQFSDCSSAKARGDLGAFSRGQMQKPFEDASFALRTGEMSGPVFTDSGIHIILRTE
Tb PGK inh: T. brucei PGK inhibition; PGK/GAPDH coupled, Kinase-Glo luminescence, 60 min; Potency, µM (doses to about 57.5 µM), inactives show top-dose activity change, negative = inhibition, actives largely listed as inhibitors; 0.043% of 380,000 active; AID 602233; P07378; further: on the % scale 0 is the no-effect control and ±100 the full control effect; nearly all actives have a fitted effect of over 60% in size
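Luminescent ATP detection (Kinase-Glo Plus) follows a 60-minute room-temperature incubation, with wells lacking PGK as controls. Buffer: 100 mM TEA (pH 7.6), 5 mM MgCl2, 0.01% Tween-20. Coupling enzyme GAPDH (100 nM final) supplies unstable 1,3-BPG in-well.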
BAZ2B inh: blocks human BAZ2B | Q9UIF8 | 4.4% of 360,000 active | Potency, µM (series often up to 114 µM), for the others: at the top dose activity change, negative = inhibition, usual class: inhibitors | AlphaScreen BAZ2B-H3K14Ac peptide displacement | AID 504333; further: on the % scale 0 is the no-effect control and ±100 the full control effect; nearly all actives have a fitted effect of over 60% in size
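Complex of BAZ2B and biotin-H3K14Ac (50 nM apiece) forms over 30 min at RT, then faces library compounds up to 110 uM for another 30 min; AlphaScreen beads added, 20 min dark incubation, luminescence read.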
JMJD2A Tudor inh: JMJD2A Tudor domain (human) inhibition; Potency, µM (top dose mostly 114 µM), without a hit: top-dose activity change, negative = inhibition, actives largely listed as inhibitors; AlphaScreen JMJD2A-Tudor / H3K4me3 peptide binding; 4.4% of 390,000 active; O75164; further: on the % scale 0 is the no-effect control and ±100 the full control effect; nearly all actives have a fitted effect of over 50% in size
HP1b binding inh: inhibitors of HP1-beta chromodomain binding to methylated histone tails. AlphaScreen HP1-beta / biotin-H3K9me3 peptide binding. Potency, µM (titrated, usually from 114 µM), for the others: at the highest dose activity change, negative = inhibition, usual class: inhibitors. 0.56% of 390,000 active; further: nearly all actives have a fitted effect of over 70% in size; inactives centre near 23
Target sequence (P83916 whole entry, looked up): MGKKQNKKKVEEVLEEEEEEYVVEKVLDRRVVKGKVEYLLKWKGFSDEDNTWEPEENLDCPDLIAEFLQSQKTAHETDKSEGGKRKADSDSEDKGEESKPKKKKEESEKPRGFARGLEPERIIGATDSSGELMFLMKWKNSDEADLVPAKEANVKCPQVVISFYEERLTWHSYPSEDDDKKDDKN
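AlphaScreen: HP1-beta (50 nM) preformed 30 min with biotin-H3(1-18)K9me3 peptide (50 nM) in PBS pH 7.4, 0.01% Tween-20. Compound added for 30 min at RT, then streptavidin donor/nickel chelate acceptor beads (10 ug/mL) for 30 min.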
POLI inh: blocks human DNA polymerase iota activity. Pol iota fluorescent replication assay, 10 min. Potency, µM (highest dose often 115 µM), inactives show at the top dose activity, negative = inhibition, hits mostly inhibitors. 1% of 390,000 active. AID 588590
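Pol iota at 10 nM preincubated 15 min with compounds at room temperature; reaction started with fluorescent substrate, 50 nM final. Fluorescence read kinetically at 0 and 10 min; buffer-only wells as negative control.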
G9a block: blocks human histone lysine methyltransferase G9a; Potency, µM (doses to about 102 µM), inactives show at the highest dose activity, negative = inhibition, hits mostly inhibitors; Q96KQ7; G9a H3K9 monomethylation, AlphaScreen, 2 h; 8.8% of 350,000 active; further: on the % scale 0 is the no-effect control and ±100 the full control effect; nearly all actives have a fitted effect of over 75% in size
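AlphaScreen detection with an anti-monomethyl H3K9 antibody quantified product after a 2 h room-temperature reaction containing 500 nM biotinylated H3K9 peptide, 20 µM SAM and 20 nM enzyme, which had been preincubated 15 min with compound.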
GLS inhibitor: blocks human kidney-isoform glutaminase activity | O94925 | GLS enzymatic activity, qHTS titration | Potency, µM (titrated, usually from 45.5 µM), without a hit: at the top dose activity change, negative = inhibition, most hits filed as inhibitors | 0.21% of 410,000 active | AID 624170; further: on the % scale 0 is the no-effect control and ±100 the full control effect
Target sequence (O94925 whole entry, looked up, canonical isoform): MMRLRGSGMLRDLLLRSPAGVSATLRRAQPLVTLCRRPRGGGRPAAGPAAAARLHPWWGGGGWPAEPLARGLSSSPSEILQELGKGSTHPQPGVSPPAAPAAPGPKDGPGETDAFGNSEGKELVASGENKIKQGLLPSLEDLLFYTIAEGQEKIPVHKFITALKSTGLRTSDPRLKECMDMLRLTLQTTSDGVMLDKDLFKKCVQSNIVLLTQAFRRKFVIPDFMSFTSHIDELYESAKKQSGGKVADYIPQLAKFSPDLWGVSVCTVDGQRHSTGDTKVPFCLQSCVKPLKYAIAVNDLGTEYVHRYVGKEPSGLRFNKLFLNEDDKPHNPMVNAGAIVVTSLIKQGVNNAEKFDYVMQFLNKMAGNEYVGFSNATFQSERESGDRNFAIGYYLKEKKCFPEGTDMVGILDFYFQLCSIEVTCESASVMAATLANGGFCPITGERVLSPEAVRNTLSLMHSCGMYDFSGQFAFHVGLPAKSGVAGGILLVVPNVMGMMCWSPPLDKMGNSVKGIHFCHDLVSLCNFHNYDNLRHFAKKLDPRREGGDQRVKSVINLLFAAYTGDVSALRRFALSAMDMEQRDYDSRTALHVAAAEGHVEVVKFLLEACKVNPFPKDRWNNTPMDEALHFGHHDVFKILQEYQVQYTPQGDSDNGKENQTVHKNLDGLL
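Compounds were pin-transferred onto hKGA, after which L-glutamine (1 mM solution) and a detection mix of glutamate oxidase, HRP and Amplex Red were added. Initial and 30 min RT fluorescence reads were collected.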
BLM inh: Bloom syndrome helicase (human) inhibition; P54132; recombinant BLM DNA unwinding, fluorescence dequenching; Potency, µM (top dose mostly 56.1 µM), for the others: top-dose activity change, negative = inhibition, actives largely listed as inhibitors; 0.2% of 350,000 active;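 further: plate controls were vehicle for no effect and no enzyme for full effect; nearly all actives have a fitted effect of over 35% in size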
An asterisk follows results filed as active; i = inactive; ? = inconclusive; . = not tested or not shown; [ ] = dose if it differs, or a comment. Unless noted, the call rests on the fitted dose curve; in most records, active means well fitted curve in the direction sought with a large enough effect; inconclusive means small, poorly fitted or top-dose-only effect, or another doubt; inactive means no such curve, though single readings can be large; an effect the other way counts as inactive or inconclusive. Potency means the concentration at half of the fitted maximal effect.

The line under a structure holds: Pin1 inhibitor | Tb PGK inh | BAZ2B inh | JMJD2A Tudor inh | HP1b binding inh | POLI inh | G9a block | GLS inhibitor | BLM inh
CCOC(=O)c1c[nH]c2c([N+](=O)[O-])cc(OC)cc2c1=O
  -5% | -11% | . | -19% | 20% | 19% | . | -17% | .
O=C(c1cc(=O)c2ccccc2o1)N(Cc1ccccc1)C1CCS(=O)(=O)C1 (stereo not given)
  4% | 4% | -5% | -15% | 20% | 9% | -5% | -6% | -1%
O=C(NCc1ccc(F)cc1)c1cnccn1
  -1% | i | -14% | -2% | 22% | 39%[activator] | 4% | -12% | -2%
CN(C)CC#CCC(O)(c1ccccc1)C1CCCCC1 (stereo not given)
  6% | 5% | -6% | -11% | 34% | 4% | 3% | 3% | -10%
CCC(=O)NCCc1nc2ccccc2n1CC(=O)c1ccccc1
  3% | -7% | 5% | -20% | 22% | 10% | ? | 0% | 0%
CC(=O)c1ccc(NC(=O)c2sc(-n3nc(C)c(Cc4ccccc4)c3C)nc2C)cc1
  9% | 6% | -1% | -10% | 36% | -1% | 7%[59 µM] | 1% | -6%
Cc1oc2ncn(C)c(=O)c2c1C(=O)NCCCN(Cc1ccccc1)C(C)C
  -1% | -8% | 10%[57.1 µM] | 0% | 32% | -8% | -2%[59 µM] | 5% | -2%
O=S(=O)(/N=C(/NC(=S)Nc1ccccc1)c1ccccc1)c1ccc(Cl)cc1
  3% | 3% | -23% | -31% | ? | 2% | 11µM* | 3% | -1%
CCOc1ncccc1C(=O)OCC(=O)Nc1cccc(C(C)=O)c1
  -1% | 0% | 3% | -4% | 20% | 31%[activator] | -34%[59 µM] | -10% | -15%
CCC(C(=O)NCc1cccc(Br)c1)n1nc(C)c2c(C)n(-c3ccccc3)nc2c1=O (stereo not given)
  17% | i | -14% | -6% | 31% | 15% | ? | -4% | -4%
CC1Cc2ccccc2N1C(=O)COC(=O)Cn1nnc(-c2ccccc2)n1 (stereo not given)
  0% | -8% | -1% | -10% | 29% | -10% | -21%[12.7 µM] | -2% | -3%
Cn1c(=O)c(Nc2ccc(O)cc2)c2c3c(cccc31)C(=O)c1ccccc1-2
  ? | -12% | 6.3µM* | 7.9µM* | 18µM* | 16µM* | 13µM* | 5% | ?
CC(C)(C)C(=O)N1CCC[C@H]1C(O)(c1ccccc1)c1ccccc1
  0% | -7% | 30% | -1% | 36%[activator] | ? | -4%[59 µM] | 0% | -6%
CC(=O)c1c(C)[nH]c(C(=O)NNC(=O)COc2ccc(Cl)cc2C)c1C
  -10% | i | -6% | -20% | 69%[activator] | 15% | ? | -4% | .
COc1ccc2c(c1OC)C(=O)OC2CC(=O)c1ccc(O)cc1 (stereo not given)
  6% | 10% | -33% | -6% | 15% | 11% | 4%[59 µM] | -1% | 0%
O=C(CCCc1cccs1)NCCc1c[nH]c2ccccc12
  3% | . | -27% | -31% | 11% | -24% | 1% | 13% | -6%
N#CC(C#N)=Cc1cnc(N2CCN(c3ccccc3)CC2)s1
  14% | -5% | -5% | -11% | 29% | 31%[activator] | 12% | 9% | -1%
CC(C)(C)c1cc(/C=N/NC(=O)Cc2nc3ccccc3[nH]2)cc(C(C)(C)C)c1O
  9% | -11% | 10% | -23% | 33% | 12% | -12%[59 µM] | 7% | -12%
O=C(c1ccc(Cn2c(=O)[nH]c3ccsc3c2=O)cc1)N1CCN(c2ccccc2)CC1
  -16% | -7% | -30% | -29% | 13% | 6% | -30% | 11% | -3%
COc1ccc(-n2c(/C=C(\C)O)nc(=O)c3c(C)cc(C)nc32)cc1
  8% | -6% | 10% | -13% | 27% | -15%[58.9 µM] | -6%[12.7 µM] | -2% | -2%
Cc1ccccc1NC(=O)c1cc(C(=O)c2cc(Cl)ccc2O)cn(-c2ccccc2C)c1=O
  ? | 9% | -7% | -35% | -5% | 6% | -3%[59 µM] | 5% | -9%
COc1cccc(C(=O)NNC(=O)C(=O)Nc2cccc3ccccc23)c1
  -8% | 7% | 5% | 0% | 45%[activator] | 95%[activator] | 47%[activator] | -6% | -4%
CCN(CC)c1ccc(C(=O)N2CCc3c([nH]c4ccccc34)C2c2ccc(F)cc2)cc1 (stereo not given)
  ? | -2% | -34% | ? | -2%[57 µM] | 22% | -42%[59 µM] | -1% | -10%
O=C(CSc1nc2ccccc2c(=O)n1-c1ccccc1)N/N=C/C=C/c1ccccc1[N+](=O)[O-]
  0% | -2% | -16% | -34% | 7% | -10% | -3%[59 µM] | 0% | -6%
CCOC(=O)c1ccc(NC(=O)Cn2c(=O)oc3ccccc32)cc1
  1% | i | -6% | -12% | 31% | -23% | 4% | 3% | -9%
CCOC(=O)c1c(C)sc(-c2c(-c3ccc4c(c3)OCCO4)[nH]c3c2c(=O)[nH]c(=O)n3C)c1O
  ? | -1% | -34% | -12% | 21% | -24% | -25%[59 µM] | 11% | -1%
O=C(c1ccccc1)c1ccc(OCCn2cnc3ccccc3c2=O)cc1
  -11% | -2% | -3%[57.1 µM] | -11% | 19% | 13% | 19%[59 µM] | 7% | -4%
CCOC(=O)N1CCN(c2cc(=O)n(-c3ccc(Br)cc3)c(=O)[nH]2)CC1
  -5% | -1% | 1% | -17% | -1% | -31% | ? | -2% | -3%
CCCn1nnc2sc3c(c2c1=O)CCC(C)C3 (stereo not given)
  27% | -2% | -3% | 63%[activator] | 102%[activator] | 14% | 109%[activator] | 5% | -3%
Cc1ccccc1C(=O)Oc1cc(N)n(S(C)(=O)=O)n1
  -4% | i | -17% | -8% | 40%[activator] | 33%[activator] | -20% | 0% | -5%

Other results
| Structure | Pin1 inhibitor | Tb PGK inh | BAZ2B inh | JMJD2A Tudor inh | HP1b binding inh | POLI inh | G9a block | GLS inhibitor | BLM inh |
| --- | --- | --- | --- | --- | --- | --- | --- | --- | --- |
| Cc1ccc([N+](=O)[O-])cc1N=Nc1c(C)[nH]n(C(N)=S)c1=O | -4% | . | -2% | -5% | 43%[activator] | 5% | -20% | 4% | -2% |
| COc1ccc(CCNC(=S)NC(=O)c2cccc(Cl)c2)cc1OC | 4% | i | ? | ? | ? | ? | ? | 6% | -4% |
| COc1ccc(CN2CCC(C(=O)Nc3ccc(Oc4cccnc4)cc3)CC2)cc1 | -6% | i | -28% | -16% | 4% | 31%[activator] | 35µM* | ? | 2% |
| Cc1ccc(Nc2cc(C)nc(N3CCOCC3)n2)cc1 | 3% | -5% | 3% | -16%[11.4 µM] | 42%[activator] | 12% | 1% | -11% | 1% |
| O=C(O)C1CN(C(=O)c2cccc(Br)c2)C1 | ? | -8% | 2% | -14% | 25% | 18% | . | 0% | -2% |
| O=C(Nc1cc(Cl)cc(Cl)c1)N1CCCC1 | 0% | -2% | 3% | 9% | 30% | 0% | . | -10% | -6% |
| CCCc1nn2c(=O)cc(COC(=O)c3ccc(NC(=O)COc4ccc(F)cc4)cc3)nc2s1 | -3% | 5% | -10% | -7% | 10% | -13% | 12%[59 µM] | -10% | -1% |
| CC(=O)Nc1ccc(C(=O)OCC(=O)N2CCC(Cc3ccccc3)CC2)cc1 | 0% | i | -1% | -25% | 27% | 1% | ? | -3% | . |
| Clc1ccc(/C(Cc2nc3ccccc3[nH]2)=N\Nc2ccccc2)cc1 | -4% | i | ? | ? | -11% | 25% | 7.1µM* | -14% | 1% |
| Cc1nnsc1C(=O)NC1CCCCC1 | 2% | . | 7% | 2% | 32% | -6% | -10%[2.33 µM] | 0% | 1% |
| CCOC(=O)[C@H]1[C@H]2COc3ccc(OC)cc3[C@@H]2N2C(=O)CN(Cc3ccc(F)cc3)C(=O)[C@@]12C | -1% | 2% | -8% | -29% | 11% | -15% | 15%[2.33 µM] | -1% | . |
| CC(=O)NC(CC(=O)N(Cc1ccccc1)c1ccc(C)cc1)c1ccccc1 (stereo not given) | 3% | 5% | 11% | -23% | 1% | 19% | ? | -1% | 2% |
| CCOC(=O)c1cc2c(=O)n3ccccc3nc2n(CCOC)c1=NC(=O)c1cc2ccccc2o1 | 0% | 1% | -6% | -1% | 51%[activator] | 15% | -1%[59 µM] | -5% | 2% |
| Cc1ccc(C)c2nc(SCC(=O)N3CCCc4ccccc43)c(C#N)cc12 | 0% | 2% | 0% | -8% | 14% | 13% | ? | 4% | -7% |
| COC(=O)c1c(NC(=O)c2cccc(OC)c2)sc2c1CCC(C(C)(C)C)C2 (stereo not given) | ? | i | 8% | 38%[activator] | 82%[activator] | 5% | 29%[59 µM] | -5% | -9% |
| CN(C)C(=O)c1ccc(NC(=O)c2ccccc2-c2ccccc2)cc1 | -15% | -5% | 5% | -11% | 23% | 82%[activator] | . | 5% | 1% |

Single records (already shown). Screens in order: Pin1 inhibitor, Tb PGK inh, BAZ2B inh, JMJD2A Tudor inh, HP1b binding inh, POLI inh, G9a block, GLS inhibitor, BLM inh
Profile of Cc1ccc(C)c2nc(SCC(=O)N3CCCc4ccccc43)c(C#N)cc12 = 0%, 2%, 0%, -8%, 14%, 13%, ?, 4%, -7%
Profile of CCOC(=O)[C@H]1[C@H]2COc3ccc(OC)cc3[C@@H]2N2C(=O)CN(Cc3ccc(F)cc3)C(=O)[C@@]12C = -1%, 2%, -8%, -29%, 11%, -15%, 15%[2.33 µM], -1%, .
Profile of O=C(Nc1cc(Cl)cc(Cl)c1)N1CCCC1 = 0%, -2%, 3%, 9%, 30%, 0%, ., -10%, -6%

Three entries picked at random from those above, as already listed:
| Structure | Pin1 inhibitor | Tb PGK inh | BAZ2B inh | JMJD2A Tudor inh | HP1b binding inh | POLI inh | G9a block | GLS inhibitor | BLM inh |
| --- | --- | --- | --- | --- | --- | --- | --- | --- | --- |
| CCOC(=O)c1cc2c(=O)n3ccccc3nc2n(CCOC)c1=NC(=O)c1cc2ccccc2o1 | 0% | 1% | -6% | -1% | 51%[activator] | 15% | -1%[59 µM] | -5% | 2% |
| Cc1ccc(C)c2nc(SCC(=O)N3CCCc4ccccc43)c(C#N)cc12 | 0% | 2% | 0% | -8% | 14% | 13% | ? | 4% | -7% |
| O=C(O)C1CN(C(=O)c2cccc(Br)c2)C1 | ? | -8% | 2% | -14% | 25% | 18% | . | 0% | -2% |

This is a subset; rates above refer to the full screens.
